Gli-Sufu antag: blocks Gli-Sufu signaling in a luciferase reporter | Sufu-KO-LIGHT fibroblasts, Gli luciferase reporter luminescence | inhibition, % at 5 µM | 0.74% of 340,000 active;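 active = inhibition above about 55%, limit read from the data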;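 note: 0% = DMSO-treated cells and 100% = wells with medium but no cells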
UBC13 inh: blocks human UBC13 polyubiquitin chain formation. P61088. 0.47% of 330,000 active. TR-FRET. AID 485273. inhibition, % at 20 µM; in the data active = inhibition above about 45%, passing the limit was not always enough
Target sequence (P61088 whole entry, looked up): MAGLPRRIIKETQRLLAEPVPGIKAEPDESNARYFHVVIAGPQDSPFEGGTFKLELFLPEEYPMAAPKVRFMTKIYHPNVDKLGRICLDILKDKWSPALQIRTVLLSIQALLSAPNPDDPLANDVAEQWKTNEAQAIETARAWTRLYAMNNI
SENP7 block: inhibitors of human SENP7 protease; Q9BQF6; recombinant SENP7, Z-RLRGG-aminoluciferin luminescence, 40 min; 1.5% of 330,000 active; inhibition, % at 5 µM; AID 434973;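 active = inhibition above about 50% at the single test dose, limit read from the data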;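 note: plate controls were DMSO with enzyme for no effect and no enzyme buffer wells for full effect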
Target sequence (Q9BQF6 706-1050 limits assumed): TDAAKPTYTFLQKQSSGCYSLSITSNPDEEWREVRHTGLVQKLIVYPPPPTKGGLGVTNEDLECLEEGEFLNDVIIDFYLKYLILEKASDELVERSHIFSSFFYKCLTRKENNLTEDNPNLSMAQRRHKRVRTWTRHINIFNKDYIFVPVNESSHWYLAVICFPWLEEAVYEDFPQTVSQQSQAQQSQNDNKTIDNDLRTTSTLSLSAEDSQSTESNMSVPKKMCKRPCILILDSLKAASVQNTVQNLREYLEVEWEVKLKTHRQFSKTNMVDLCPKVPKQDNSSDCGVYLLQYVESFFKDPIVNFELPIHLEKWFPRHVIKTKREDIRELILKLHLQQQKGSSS
HKDC1 inh: blocks human hexokinase HKDC1 activity | 0.16% of 340,000 active | inhibition, % at 20 µM | recombinant HKDC1, G6PDH/diaphorase resazurin coupled fluorescence | AID 493160 | Q2TB90;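 active = inhibition above about 35% when tested at 20 µM, limit read from the data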;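 note: plate controls were DMSO wells with enzyme for no effect and DMSO wells lacking enzyme for full effect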
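Assay system: in-house recombinant HK5 (HKDC1) enzyme. Input: HKDC1 at 5 µg/mL. Medium: Tris pH 8.0 buffer with MgCl2, Tween-20, BSA, BME. Dosing: single 20 µM dose. Schedule: 90 min reaction incubation at room temperature, dark. Signal: resazurin-to-resorufin fluorescence via G6PDH and diaphorase coupling, 525/613 nm. Controls: DMSO-enzyme wells negative, buffer-substituted wells positive.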
Apaf-1 inh: inhibitors of human Apaf-1 apoptosome. O14727. reconstituted apoptosome caspase-3 activity, DEVD-Rh110 fluorescence. inhibition, % at 20 µM. 0.71% of 330,000 active. AID 489030; active = inhibition of at least 40% at 20 µM;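 note: plate controls were DMSO wells for no effect and DEVD-CHO caspase inhibitor wells for full effect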
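detection = Rh110 fluorescence intensity | test system = biochemical Apaf-1 apoptosome reconstitution | also added = cytochrome c and DEVD-Rh110 substrate | schedule = 30 min plus 50 min, RT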
SENP8 inh: blocks the human protease SENP8; 1.2% of 330,000 active; Q96LD8; purified SENP8, Z-RLRGG-aminoluciferin cleavage, luminescence; inhibition, % at 10 µM; AID 2540
Target sequence (Q96LD8 whole entry, looked up): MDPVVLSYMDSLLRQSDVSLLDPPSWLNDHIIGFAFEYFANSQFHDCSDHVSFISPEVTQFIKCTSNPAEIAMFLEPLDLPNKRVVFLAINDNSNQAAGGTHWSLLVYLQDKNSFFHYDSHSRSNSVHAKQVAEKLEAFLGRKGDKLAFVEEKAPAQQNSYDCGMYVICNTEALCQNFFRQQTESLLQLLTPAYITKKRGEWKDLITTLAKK
Jurkat NFkB inh: lowers PMA/ionomycin-induced NF-kB signal in Jurkat cells | PMA/ionomycin-induced NF-kB luciferase reporter, luminescence | inhibition, % at 4 µM | 0.53% of 330,000 active | AID 435003
697 NFkB inh: inhibitors of the PMA/ionomycin-induced NF-kB reporter in 697 B cells; 697 B-cell NF-kB luciferase reporter, 16 h; inhibition, % at 4 µM; 0.33% of 330,000 active; in the data active = inhibition above about 35%
* marks the source's active call; other numbers are inactive results; . = not tested or not shown. Cut-off read from the data, not from the text of the source, unless noted: active = inhibition above about 50%; inactive = the rest.

SMILES	Gli-Sufu antag	UBC13 inh	SENP7 block	HKDC1 inh	Apaf-1 inh	SENP8 inh	Jurkat NFkB inh	697 NFkB inh
CN1CCc2nc(SCC(=O)Nc3ccc(F)cc3)c(C#N)cc2C1	.	16.4	14.4	.	20.3	1.5	2.1	6.6
COC(=O)CCCC1=CC2=C(c3ccccc3)C(=O)C(C)(OC(=O)C3CCCC3)C(=O)C2=CN1C1CCCC1 (stereo not given)	-12.2	-28.9	22.9	9.5	28.2	-5.8	-12.7	-11.5
COc1ccc(NC(=O)c2ccccc2)cc1	-86.1	0.6	57.7*	-2.6	13.3	41.1	-100.7	-94.4
CCCCNC(=O)Nc1cc(C(=O)OC)ccc1C	-1.0	11.1	6.6	-7.0	-1.2	1.9	-9.7	22.2
CC(C)COc1ccc(-c2nnc(-c3ccco3)o2)cc1	-37.2	-4.6	94.2*	5.8	25.5	59.0*	-131.6	-263.4
O=c1ccc(-c2ccc(S(=O)(=O)NCc3cccc(Br)c3)s2)n[nH]1	.	-9.7	11.8	-3.0	15.7	-2.6	13.5	-22.5
CC1CC(C)(C)NC(=S)N1CCC(=O)NCc1ccc(F)cc1 (stereo not given)	4.8	-6.5	10.0	-3.1	-3.9	0.4	3.7	1.1
NS(=O)(=O)c1cc(C(=O)Nc2ccc3c(c2)CCC3)ccc1Cl	-41.4	0.6	-5.5	1.4	5.3	-9.9	-91.1	-74.9
Cc1cc(C)cc(-c2nnc(SCC(=O)Nc3cc(C)on3)o2)c1	5.2	-1.6	12.4	-4.4	9.0	3.4	7.9	-21.7
O=C(Cn1nc(Cl)nc1Cl)c1cc2ccccc2oc1=O	-11.8	0.5	0.7	1.4	4.3	2.4	-6.9	25.7
Cc1ccc(NC(=S)Nn2cnnc2)c(C)c1	.	-2.3	6.7	.	9.0	0.5	4.6	20.7
Cc1cc(NC(=O)c2ccc3c(c2)OCO3)ccc1NC(=O)c1ccccc1	-27.1	8.5	91.9*	0.6	-1.4	61.1*	2.0	28.2
Cc1ccc(/C=N/NC(=O)c2cccs2)cc1[N+](=O)[O-]	-48.8	-2.0	14.9	-2.0	6.2	21.8	-61.0	-95.7
N#Cc1ccc(CSc2nnc(COc3ccccc3)n2-c2ccccc2)cc1	7.8	16.6	-5.4	20.3	3.9	-2.1	23.7	4.9
COc1ccc(C(=O)CC2(C(=O)O)CCCCC2)cc1	-7.5	-3.1	3.1	-1.0	-12.2	3.7	2.3	-16.6
N#Cc1cn(CC(=O)NCC2CCCO2)c2ccccc12 (stereo not given)	1.6	10.8	7.1	2.0	-12.4	-10.1	15.5	10.6
COC(=O)C1CCN(CC(=O)Nc2ccccc2Sc2ccccc2)CC1	-1.7	26.8	3.8	-4.1	15.3	0.8	3.2	9.9
O=C(CSc1nc(=O)n2cc(Cl)ccc2n1)Nc1ccc2c(c1)OCO2	-0.1	-5.4	1.7	-2.0	1.4	-9.3	6.9	9.5
CCNC(=S)N(CCc1ccc(S(N)(=O)=O)cc1)C1CC(=O)N(c2ccccc2)C1=O (stereo not given)	1.6	6.3	12.2	-4.9	17.3	-4.4	0.2	-10.9
COC(=O)CCCC(=O)N1CCC(CO)(CCc2ccccc2)CC1	-7.8	3.0	-3.2	-4.8	-2.5	-3.2	-3.6	6.5
Cc1nn(C)c(C)c1S(=O)(=O)N(CC(=O)NC1CCCCCC1)c1ccc(C(C)C)cc1	1.3	31.2	-8.0	-2.4	15.6	-0.8	5.3	10.2
CCSc1nnc([C@H](C)NC(=O)OC(C)(C)C)o1	-5.2	3.7	4.1	-3.6	-5.1	8.2	1.9	14.2
Cc1ccc(C(C(=O)NCc2ccco2)N(C(=O)CNC(=O)c2cccs2)c2c(C)cccc2C)cc1 (stereo not given)	9.9	-15.1	-12.5	-6.4	7.2	-2.3	-9.5	-2.5
COc1cccc2cc(C(=O)Nc3cccnc3N3CCOCC3)c(=O)oc12	-1.6	-12.1	2.7	12.3	5.2	1.3	0.3	-8.9
Nc1nc(NCCCN2CCOCC2)nc(Nc2ccccc2)c1[N+](=O)[O-]	-6.2	4.9	1.0	-4.7	-11.6	-6.2	0.8	-20.8
CC(C)OC(=O)/C(=C\C=C\c1ccccc1)NC(=O)c1ccccc1	-3.4	-6.8	1.2	-1.5	10.6	-9.1	3.2	7.5
COc1cc(NS(=O)(=O)c2ccc(Nc3nc(-c4ccccn4)cs3)cc2)nc(OC)n1	0.7	-32.2	1.4	6.6	9.5	-2.5	-8.8	4.5
COc1ccc(NN=Nc2nc3c([nH]2)c(=O)n(C)c(=O)n3C)cc1	-3.3	-42.6	1.7	21.7	-4.3	6.0	-6.5	-9.3
Cc1cc(OCC(=O)N[C@@H](Cc2ccccc2)c2nc3ccccc3[nH]2)ccc1Cl	7.6	-1.1	-1.8	2.2	11.5	-1.3	-0.1	9.9
C=CCNC(=O)CN1CCC(n2nnc3cc(C(F)(F)F)ccc32)CC1	3.9	1.4	2.6	-7.7	-9.5	10.0	2.6	16.8

Laid out differently: results already given.
structure | Gli-Sufu antag | UBC13 inh | SENP7 block | HKDC1 inh | Apaf-1 inh | SENP8 inh | Jurkat NFkB inh | 697 NFkB inh
CCSc1nnc([C@H](C)NC(=O)OC(C)(C)C)o1 | -5.2 | 3.7 | 4.1 | -3.6 | -5.1 | 8.2 | 1.9 | 14.2
COC(=O)C1CCN(CC(=O)Nc2ccccc2Sc2ccccc2)CC1 | -1.7 | 26.8 | 3.8 | -4.1 | 15.3 | 0.8 | 3.2 | 9.9
Cc1nn(C)c(C)c1S(=O)(=O)N(CC(=O)NC1CCCCCC1)c1ccc(C(C)C)cc1 | 1.3 | 31.2 | -8.0 | -2.4 | 15.6 | -0.8 | 5.3 | 10.2
N#Cc1cn(CC(=O)NCC2CCCO2)c2ccccc12 (stereo not given) | 1.6 | 10.8 | 7.1 | 2.0 | -12.4 | -10.1 | 15.5 | 10.6
COC(=O)CCCC(=O)N1CCC(CO)(CCc2ccccc2)CC1 | -7.8 | 3.0 | -3.2 | -4.8 | -2.5 | -3.2 | -3.6 | 6.5
COc1cc(NS(=O)(=O)c2ccc(Nc3nc(-c4ccccn4)cs3)cc2)nc(OC)n1 | 0.7 | -32.2 | 1.4 | 6.6 | 9.5 | -2.5 | -8.8 | 4.5
COc1ccc(NN=Nc2nc3c([nH]2)c(=O)n(C)c(=O)n3C)cc1 | -3.3 | -42.6 | 1.7 | 21.7 | -4.3 | 6.0 | -6.5 | -9.3

(list continues)
SMILES	Gli-Sufu antag	UBC13 inh	SENP7 block	HKDC1 inh	Apaf-1 inh	SENP8 inh	Jurkat NFkB inh	697 NFkB inh
O=C(COc1ccccc1Br)NCc1ccccn1	-17.7	8.2	-4.5	2.2	2.6	-1.9	-15.7	-2.9
CCN(CC)c1ccc(NC(=O)c2cccnc2)cc1	-12.5	-13.5	-4.7	4.0	9.3	-10.8	-21.1	-47.0
CCOc1ccc(NC(=O)CC2C(=O)N(c3ccccc3)C(=O)N2Cc2ccco2)cc1 (stereo not given)	-1.6	-9.8	-2.4	0.9	10.4	-4.8	-11.6	-19.0
CCC(=O)N1CCc2cc(S(=O)(=O)CCC(=O)NC3CCCCC3)ccc21	-41.0	-3.6	28.5	2.4	-14.0	-2.4	-3.6	-15.0
CC(=O)Nc1ccc(C(=O)Nc2ccc3c(c2)OCCO3)cc1	-10.0	5.7	1.3	-0.5	-0.2	-9.4	-23.4	-0.8
O=C(CNC(=O)C1(c2ccccc2)CC1)Nc1ccc(F)c(F)c1	-1.0	-1.2	-7.7	-6.3	1.4	-1.4	16.5	3.8
O=C(O)c1ccc(NC(=S)NC(=O)C(c2ccccc2)c2ccccc2)cc1	14.5	0.8	-2.3	-0.3	9.4	7.6	-3.8	-8.8
COc1cccc(-c2nc(Oc3cc(C)cc(C)c3)c3ccccc3n2)c1O	.	6.8	8.9	.	2.7	-1.8	-6.0	-21.4
CCCCN(C(=O)c1cc(-c2ccncc2)nc2ccccc12)c1c(N)n(CC(C)C)c(=O)[nH]c1=O	-2.9	-6.3	2.3	1.5	-0.3	1.1	2.3	15.1
CC1C(=O)Nc2ccc(S(=O)(=O)N3CCN(c4cccc(C(F)(F)F)c4)CC3)cc2NC1=O (stereo not given)	16.0	-3.4	-4.5	-4.5	22.1	-2.6	20.2	-59.2
COc1cc(/C=N/NC(=O)CCN2CCN(c3ccccc3)CC2)cc(OC)c1OC	3.4	-11.2	-6.5	-10.7	-4.0	-8.2	-5.3	-12.1
CCOC(=O)N1CCC(N2CCN(S(=O)(=O)c3ccc(OC)cc3)CC2)CC1	-24.5	6.3	3.9	-3.4	-21.4	5.5	25.5	12.3
COc1ccc(/C=N/NC(=O)Cn2cnc3c2c(=O)n(C)c(=O)n3C)cc1	7.8	4.1	-5.4	-7.3	-7.6	-3.4	5.8	25.2
O=C(O)CSCC(=O)N(Cc1ccccc1)c1nc(-c2ccccc2)c(-c2ccccc2)s1	-4.2	-11.5	-7.8	7.2	19.4	10.9	4.4	13.7
COc1ccc2c(c1)c(N=O)c(O)n2C	4.9	-14.7	2.3	6.1	-1.0	-2.2	-13.4	6.5
O=C(NCC(=O)N1CCN(c2ccccc2O)CC1)c1ccc2ccccc2c1	-4.0	-9.2	8.9	9.7	8.5	-5.0	17.1	-4.7
CC(=O)Nc1ccc(C(=O)CSc2nc3ccc(C)cc3[nH]2)cc1	-10.4	-6.8	4.8	10.1	-15.6	4.2	6.6	-28.0
CCOC(=O)N1CCN(C(=O)CC(C(=O)N2CCc3ccccc32)n2ccnc2)CC1 (stereo not given)	-0.9	7.9	2.5	-11.3	-19.8	2.4	-0.9	15.6
CCC(C(=O)NCc1ccco1)n1nc(C)c2c(C)n(-c3ccccc3)nc2c1=O (stereo not given)	-5.0	-2.9	-4.5	-5.6	-85.9	0.5	-0.7	-5.8
Cc1ccc2oc(C(=O)N3CCC(O)(c4ccccc4)CC3)c(C)c2c1	3.7	-15.7	10.6	0.3	12.0	-7.4	-13.2	-31.7
Cc1cc(=O)oc2cc(OCC(=O)NC3CCN(Cc4ccccc4)CC3)ccc12	9.4	-2.4	4.1	-4.3	6.4	1.6	11.2	-10.1
CCN1CCN(C(=O)c2ccc(Cl)c(S(=O)(=O)N3CCCCCC3)c2)CC1	2.8	1.4	2.6	-4.1	-8.5	-0.3	2.8	1.1
COc1ccc(S(=O)(=O)N2CCC(C(=O)NCc3ccccn3)CC2)cc1OC	0.7	6.7	2.9	9.3	-23.9	4.3	13.9	2.4
COc1ccccc1N1CCN(C(=O)Nc2ccc(F)c(Cl)c2)CC1	0.6	-1.4	8.9	-7.8	-7.6	-0.6	-4.0	-12.3
O=C(COC(=O)c1ccc([N+](=O)[O-])o1)Nc1nc2ccccc2s1	-2.6	3.8	4.4	0.1	-22.1	4.7	11.9	-0.7
CCOC(=O)c1cc(CC)sc1NC(=O)COC	-6.3	18.0	-8.1	-3.3	-9.8	-6.4	7.0	11.9
COCCCNC(=O)C[C@H]1C[C@H](C(=O)N2CCOCC2)[C@@]2(C)c3[nH]c4cc(-c5ccco5)ccc4c3CCN2C1=O	19.4	.	-6.6	1.4	21.7	.	.	-3.2
Cn1c(N)c(C(=O)COC(=O)c2cccc(S(=O)(=O)N3CCCCC3)c2)c(=O)n(C)c1=O	1.2	-9.9	-5.9	-6.3	11.4	-5.7	1.1	5.8
CC(C)NC(=O)COC(=O)/C=C/c1ccc(F)cc1	7.0	15.7	-3.7	-4.9	-4.5	-6.2	0.1	5.3
CCOc1ccc(C2C(C(=O)c3ccco3)=C(O)C(=O)N2CCN2CCOCC2)cc1 (stereo not given)	3.4	1.2	0.5	-3.2	-9.8	1.6	2.1	-1.8
O=C(COC(=O)c1cccc(S(=O)(=O)N2CCCC2)c1)Nc1ccccc1	-7.5	5.2	9.1	-10.6	19.9	2.4	-9.3	9.9
Cn1c(CN2CCN(CCO)CC2)c(C#N)c2ccccc21	14.6	5.5	1.7	2.0	-10.6	-5.6	13.2	6.5
CCN1CC=C2C(C#N)=C(N)C(C#N)(C#N)[C@H](c3cccc(OC)c3OC)[C@H]2C1	14.4	-15.4	3.7	1.1	-9.0	-0.5	-1.5	21.0

Source: PubChem
